GLD-1 RNA inh – GLD-1-TGE RNA interaction inhibition (C. elegans) | Q17339 | purified GLD-1 + fluorescein TGE RNA, fluorescence polarization | inhibition, % at 5.96 µM | 320,000 tested, 0.44% active;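 active = percent inhibition above a per-plate cutoff, the plate mean of test compounds plus 3 SD, cut at about 30% in these data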;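 also: 0% = DMSO wells with GLD-1 and probe and 100% = wells lacking GLD-1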
Target sequence (Q17339 whole entry, looked up): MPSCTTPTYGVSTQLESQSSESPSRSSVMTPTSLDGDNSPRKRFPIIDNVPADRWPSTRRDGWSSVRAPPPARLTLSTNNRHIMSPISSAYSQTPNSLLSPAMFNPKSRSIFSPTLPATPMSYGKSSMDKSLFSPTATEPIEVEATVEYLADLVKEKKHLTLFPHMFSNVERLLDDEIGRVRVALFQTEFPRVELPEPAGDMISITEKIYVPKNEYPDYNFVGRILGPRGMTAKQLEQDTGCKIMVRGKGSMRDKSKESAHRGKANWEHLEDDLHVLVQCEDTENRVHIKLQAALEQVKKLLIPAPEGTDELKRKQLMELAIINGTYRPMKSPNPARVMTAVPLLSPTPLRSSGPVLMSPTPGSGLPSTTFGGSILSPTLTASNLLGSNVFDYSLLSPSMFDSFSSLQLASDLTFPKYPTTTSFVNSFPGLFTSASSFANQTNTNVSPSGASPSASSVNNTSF
EBNA-1 inhibitor – blocks EBNA-1 binding to DNA | EBNA-1 DNA binding, fluorescence polarization | 300,000 tested, 0.34% active | inhibition, % at 14.8 µM | AID 1950; in the data active = inhibition above about 28%
MCL1 BIM primary – inhibitors of human MCL1 binding to BIM-BH3 peptide. inhibition, % at 10.9 µM. 320,000 tested, 0.68% active. GST-MCL1 / FITC-Bim-BH3 fluorescence polarization. Q07820;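 active = inhibition above the mean inhibition of all tested compounds plus 3 SD, set per campaign, cut at about 40% in these data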;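 also: 0% = DMSO wells and 100% = unlabeled Bim-BH3 peptide control; higher means more loss of mP so more displacement of Bim peptide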
ZTA DNA inh – blocks Epstein-Barr virus ZTA, an EBNA-1 counter-screen | P03206 | ZTA-DNA binding, fluorescence polarization | inhibition, % at 11 µM | 320,000 tested, 0.15% active; in the data active = inhibition above about 33%
Target sequence (P03206 whole entry, looked up): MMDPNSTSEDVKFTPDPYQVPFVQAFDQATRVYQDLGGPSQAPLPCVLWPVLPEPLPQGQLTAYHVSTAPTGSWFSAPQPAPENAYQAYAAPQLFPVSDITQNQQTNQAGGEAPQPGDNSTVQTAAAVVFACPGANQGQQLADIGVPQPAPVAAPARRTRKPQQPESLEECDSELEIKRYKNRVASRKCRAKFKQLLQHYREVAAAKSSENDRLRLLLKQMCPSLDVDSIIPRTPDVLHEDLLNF
Fam108B counter – counter-screen for RBBP9 inhibitors: inhibitors of mouse Fam108B; AID 1947; 300,000 tested, 0.33% active; inhibition, % at 9.51 µM; recombinant Fam108B, FP-Rh probe fluorescence polarization;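 active = inhibition above the screen mean inhibition plus 3 SD, computed separately per campaign, cut at about 18% in these data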;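 also: inhibitors lower polarization as less probe binds the enzyme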
BCLXL inh – inhibitors of human Bcl-xL | Q07817 | GST-Bcl-xL / FITC-Bim BH3 peptide fluorescence polarization | inhibition, % at 10.9 µM | 320,000 tested, 0.7% active;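 active = inhibition above the mean of all tested compounds plus 3 SD, cutoff set per campaign, cut at about 30% in these data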;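 also: 0% = DMSO wells and 100% = unlabeled Bim-BH3 peptide competitor; inhibitors lower millipolarization by displacing the labeled peptide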
Target sequence (Q07817 whole entry, looked up): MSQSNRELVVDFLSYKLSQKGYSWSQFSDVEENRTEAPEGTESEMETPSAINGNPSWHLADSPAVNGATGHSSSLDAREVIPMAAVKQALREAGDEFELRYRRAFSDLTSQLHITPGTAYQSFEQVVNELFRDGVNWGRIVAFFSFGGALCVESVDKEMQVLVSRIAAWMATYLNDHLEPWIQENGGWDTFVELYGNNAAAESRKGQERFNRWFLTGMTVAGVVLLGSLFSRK
Efflux pump mplx – blocks antifungal efflux pumps in multiplex yeast assay; S. cerevisiae Candida pump triplex, Nile Red efflux; inhibition, % at 10 µM; 330,000 tested, 0.44% active;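 active = plate passing quality check with inhibition over a set limit, or well fluorescence over plate mean plus 4 SD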;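 also: Nile Red retained in pooled yeast measured as flow cytometry median fluorescence; 0% = buffer negative control and 100% = Enniatin B positive control; higher means more Nile Red kept so more efflux inhibition; some compounds called inactive have numbers as strong as hits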
Yeast superoxide – lowers age-related superoxide in aged yeast cells | S. cerevisiae aged cells, superoxide DHE fluorescence; active compounds read low | 330,000 tested, 0.18% active | superoxide response (% of plate mean), % at 10 µM;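 active = superoxide response under a set limit, about three screen SD below normal, cut at about 65% in these data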;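 also: yeast aged for seven days with compound at 30 °C before DHE staining; 100% = average MFI of all compound-treated wells on the plate with controls excluded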
MEX-5 binding – C. elegans MEX-5 TCR-2 RNA binding activity; Q9XUB2; MEX-5/FITC-TCR2 RNA binding, fluorescence polarization; active compounds read low; activity score (negative = inhibition of binding), % at 10 µM; 300,000 tested, 0.38% active; AID 1832;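 active = inhibition past about -25% in most replicates, and total fluorescence under double the plate's negative control median, limit read from the data; inconclusive = replicates evenly split on the limit, or fluorescence at least double controls; inactive = too little inhibition in most replicates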;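 also: 0% = DMSO and -100% = 5 µM competing unlabeled TCR2 RNA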
An asterisk follows results filed as active; ? = inconclusive; . = not tested or not shown.

Second line of a record – GLD-1 RNA inh	EBNA-1 inhibitor	MCL1 BIM primary	ZTA DNA inh	Fam108B counter	BCLXL inh	Efflux pump mplx	Yeast superoxide	MEX-5 binding
> COc1cc(NC(=S)N2CCCC(C)C2)cc(OC)c1OC (stereo not given)
 : 7	-4	5	-13	5	5	0.0	88	-4.4
> CCN1C(=O)CC(NC2CCN(C(=O)c3ccc(F)cc3)CC2)C1=O (stereo not given)
 : 5	6	3	-3	-3	-1	0.0	95	0.4
> CCNc1cc(Nc2c(C)n(C)n(-c3ccccc3)c2=O)c([N+](=O)[O-])c2nonc12
 : -3	-10	1	-2	5	-1	-0.1	81	0.0
> Cc1c(C(N)=O)c(-c2ccccc2)nn1-c1ccccc1
 : 6	-2	-3	8	-2	1	-0.1	106	0.2
> c1ccc(-c2nnc(SCc3nc4ccccc4[nH]3)o2)cc1
 : 10	6	-1	18	4	-4	-0.2	103	-1.2
> CCCCSCCCNC(=O)Nc1cccc(OC)c1
 : -3	-5	-5	-12	2	0	0.0	89	-0.6
> COC(=O)c1ccccc1NC(=O)CSc1nnc(-c2cccc(NC(C)=O)c2)n1C
 : 4	11	-25	11	-8	-31	0.0	98	0.2
> O=C(O)c1ccc2nc(C(F)(F)F)[nH]c2c1
 : 4	14	-4	20	-1	1	0.0	101	.
> C/C=C/c1ccc(OCCn2nnc3ccccc32)c(OC)c1
 : 4	0	10	2	1	7	-0.2	87	0.8
> CCOC(=O)C1CCCN(C(=O)c2cnn3c(C(F)F)cc(-c4ccc(C)cc4)nc23)C1 (stereo not given)
 : -2	-2	-2	19	-2	0	0.2	102	1.3
> CC1=C(C(=O)Nc2ccccn2)C(c2ccc(Br)cc2)n2ncnc2N1 (stereo not given)
 : -2	2	7	-1	2	1	0.5	99	-2.1
> Cc1nn(-c2ccccc2)c(C)c1-c1nnc(-c2c(C)nn(-c3ccccc3)c2C)o1
 : 6	-11	-1	1	-4	-7	0.1	97	-0.8
> CCCNC(=O)C(Cc1cccc(Cl)c1)NC(=O)c1ccc(C#N)cc1 (stereo not given)
 : 1	.	-1	7	.	3	-0.3	92	.
> N#Cc1c2n(c3c(=O)[nH]cnc13)CCCC2
 : 5	4	2	7	-2	5	0.0	102	2.6
> Cc1ccc2nc(Cl)c(CN(Cc3cccs3)C(=O)C3CC3)cc2c1
 : 7	-1	3	-1	1	6	0.0	106	-0.1

Next compounds follow:
Second line of a record – GLD-1 RNA inh	EBNA-1 inhibitor	MCL1 BIM primary	ZTA DNA inh	Fam108B counter	BCLXL inh	Efflux pump mplx	Yeast superoxide	MEX-5 binding
> CCOC(=O)C1=C(C)N=c2s/c(=C/c3cccc(OCC(=O)O)c3)c(=O)n2C1c1ccc(F)cc1 (stereo not given)
 : -2	22	17	10	-2	15	0.1	104	-0.8
> CCOc1cc(C#N)c(NC(=O)c2ccnn2C)cc1OCC
 : 2	0	1	1	0	2	-0.1	95	-1.7
> N#C/C(=C/c1ccc2c(c1)OCO2)C(=O)Nc1ccc(O)cc1
 : 3	1	2	-8	0	11	-0.1	102	-4.4
> Cc1c(Cl)cccc1NC(=O)CNc1cccc(C(F)(F)F)c1
 : 7	8	-9	7	1	3	-0.5	93	1.8
> Cn1nnnc1SCC(=O)Nc1ccccc1-c1ccccc1
 : -4	4	6	-1	-20	7	0.0	97	-0.1
> CCN(CC)c1nc(-c2nn[nH]n2)nc(N(CC)CC)n1
 : 7	-12	6	-6	1	8	0.1	106	?
> CC(=O)c1ccc(NC(=O)C(NC(=O)c2ccccc2)=C(C)C)cc1
 : 1	4	4	-7	1	7	0.0	96	2.2
> CCNS(=O)(=O)c1ccc(CCC(=O)Nc2ccccc2C(=O)OC)cc1
 : -7	-4	13	-18	-1	8	-0.1	105	-1.6
> CCSc1ncnc2sc(C)c(C)c12
 : 2	0	1	-1	-4	3	-0.2	115	1.1
> CC(C)C12CN3CCN(CC(C3)/C1=N\NC(=O)Nc1ccccc1)C2
 : -9	-14	4	-4	-4	-4	0.0	101	1.3
> CCOC(=O)Nc1ccc2c(c1)nc(CN1CCN(C(C)=O)CC1)n2C
 : -8	-12	0	-19	-3	-5	0.4	105	0.9
> Cc1ccc(/C=C2\SC(=O)N(CCNC(=O)C3CSC4(C)CCC(=O)N34)C2=O)cc1 (stereo not given)
 : 2	-7	2	-1	0	4	-0.1	102	-1.0
> O=C(c1nc2ccccn2c1CNCCOc1cccnc1)N1CCOCC1
 : 7	-14	2	-1	2	1	0.1	100	0.2
> CCOc1ccccc1-n1c(SCC(=O)N2CCCc3ccccc32)nnc1-c1cccnc1
 : 9	10	-6	19	2	3	0.0	93	1.9
> CCCOc1ccc(C(=O)N2CCCc3ccccc32)cc1
 : 6	2	1	11	-3	1	0.4	102	-2.0

Next section
Second line of a record – GLD-1 RNA inh	EBNA-1 inhibitor	MCL1 BIM primary	ZTA DNA inh	Fam108B counter	BCLXL inh	Efflux pump mplx	Yeast superoxide	MEX-5 binding
> N#Cc1cncc(C#Cc2ccccc2)c1
 : -2	8	1	12	-3	6	0.0	91	-5.2
> CCOC(=O)C/C(C)=N/NC(=O)Nc1ccccc1
 : 5	6	-5	-7	1	7	-0.1	106	1.0
> Cc1ccc(-c2nn(CCC(=O)Nc3cccnc3)c(=O)c3ccccc23)cc1
 : 61*	-10	85*	-6	-3	82*	0.4	93	-0.3
> COc1cccc(NC(=O)C(C)SCc2ccccc2)c1 (stereo not given)
 : 3	3	4	2	-3	9	0.0	94	0.9
> Cc1cc(OC(C)C(=O)NNC(=O)Nc2ccc(F)cc2F)cc(C)c1Cl (stereo not given)
 : 1	9	-7	11	-4	-2	0.2	100	1.5
> CC1(c2ccc([N+](=O)[O-])cc2)NC(=O)N(CC(=O)Nc2cccnc2Cl)C1=O (stereo not given)
 : -3	7	-2	-19	4	1	0.0	104	0.7
> Cc1c(OCC(=O)N2CCC(C(=O)O)CC2)ccc2c3c(c(=O)oc12)CCCC3
 : 1	2	5	0	2	0	0.0	87	-0.5
> COc1ccc(OC)c(/C=N/NC(=O)C(=O)N2CCCC2)c1
 : 0	-8	8	-1	5	5	-0.1	103	-1.2
> Cc1ccc(Cl)cc1NC(=O)CCN1C(=O)C2C3CCC(C3)C2C1=O (stereo not given)
 : -7	-1	7	-8	-3	0	0.1	118	1.8
> CC(=O)Nc1ccccc1N(C)S(=O)(=O)c1ccc(C)cc1
 : 8	-5	11	2	2	-3	0.0	102	-2.2
> COC(=O)C1CN(C(=O)COc2ccc(Cl)cc2Cl)c2ccccc2O1 (stereo not given)
 : -1	-2	0	-7	-2	7	0.2	78	-0.7
> O=C(COC(=O)/C=C/c1ccccc1[N+](=O)[O-])NC1CCS(=O)(=O)C1 (stereo not given)
 : -3	5	-8	-10	-3	-3	-0.3	94	0.5
> CCn1c(SC)nc2cc(S(=O)(=O)N3CCCCC3)ccc21
 : -1	.	-11	-16	.	-5	0.0	103	.
> Cc1cccc(NC(=O)CNC(=O)Cc2ccc3c(c2)OCCO3)c1C
 : -11	.	7	-11	.	2	0.3	99	.
> CN(C(=O)C1CCN(S(=O)(=O)c2cccc3nonc23)CC1)C1CCCCC1
 : 5	3	-2	14	1	6	-0.1	103	2.3

(next part)
Second line of a record – GLD-1 RNA inh	EBNA-1 inhibitor	MCL1 BIM primary	ZTA DNA inh	Fam108B counter	BCLXL inh	Efflux pump mplx	Yeast superoxide	MEX-5 binding
> OC1(C#Cc2c(-c3ccsc3)oc3ccc(N4CCOCC4)cc23)CCCCC1
 : 7	-1	4	0	4	-1	0.2	113	1.7
> O=C(O)c1cc(-c2ccccc2)c(N2CCOCC2)s1
 : -8	-6	6	14	-6	3	0.0	96	-0.4
> CSc1cccc(NC(=O)CN2C(=O)COc3ccc(S(=O)(=O)N4CCOCC4)cc32)c1
 : 0	9	0	-10	-7	1	0.2	85	0.5
> CC(=O)Nc1c2c(nn1-c1ccccc1)CSC2
 : 0	-16	-4	-7	-4	4	0.1	107	-0.7
> O=[N+]([O-])c1ccccc1CNCCO
 : -3	1	-3	0	0	-2	0.0	97	.
> O=C(CNc1ccc(Br)cc1)NNC1=NCCC1
 : 1	1	5	-18	2	3	-0.6	111	-2.0
> Cc1nc(C(F)(F)F)ccc1C(=O)Nc1ccc(C(F)(F)F)cn1
 : -1	-10	-4	-3	2	2	0.2	88	1.1
> COc1cccc(C(=O)C2CCCN(Cc3cccn3-c3cccnc3)C2)c1 (stereo not given)
 : 0	-1	-2	1	-2	2	-0.1	91	0.6
> Cc1cccc(/N=C/c2c(O)n(Cc3ccc4c(c3)OCO4)c(=O)c3ccccc23)n1
 : 11	7	12	-14	5	6	0.0	104	-2.0
> Cc1cccc(C)c1N1C(=O)[C@@H]2C(c3ccccc3Cl)=NO[C@@H]2C1=O
 : 1	8	4	8	0	0	-0.2	95	0.6
> Cc1ccc(SCCCn2cnc3ccccc3c2=O)cc1
 : -2	3	13	12	1	5	0.1	98	-0.5
> O=S(=O)(c1ccccc1S(=O)(=O)N1CCCCC1)N1CCCCC1
 : 3	9	-4	-1	1	-1	0.4	95	.
> COCCNC(=O)c1onc(CSc2cccc(OC)c2)c1C(=O)O
 : -3	16	0	-6	0	5	0.1	93	3.1
> Cc1ccc(Cl)c(OCC(=O)Nc2ccccc2C(=O)NC2CC2)c1
 : -6	-6	-6	-3	5	-4	4.9	93	-2.4
> O=C(N/N=C/c1ccncc1)/C(=C/c1ccccc1)NC(=O)c1ccccc1
 : 0	9	3	9	-4	-3	-0.1	97	1.2

More entries
Second line of a record – GLD-1 RNA inh	EBNA-1 inhibitor	MCL1 BIM primary	ZTA DNA inh	Fam108B counter	BCLXL inh	Efflux pump mplx	Yeast superoxide	MEX-5 binding
> CCCn1c2c(c(O)c(C(=O)Nc3ccccc3)c1=O)CCCC2
 : 3	6	4	9	-9	7	-0.1	87	3.2
> O=C(COC(=O)CC(c1ccccc1)c1ccccc1)NCc1ccccc1
 : 8	6	9	-11	0	4	0.0	97	1.3
> CCN(C(=O)CSc1nc2ccccc2c(=O)n1C(C)COC)C1CCS(=O)(=O)C1 (stereo not given)
 : -4	10	-5	9	3	-9	0.1	88	1.1
> O=C(NC1(C(F)(F)F)NC(=O)N(c2ccc(F)cc2)C1=O)c1cccs1 (stereo not given)
 : 0	7	4	10	0	2	-0.3	98	1.6
> COc1ccc(-c2coc3cc4oc(=O)cc(C)c4cc23)cc1F
 : 4	-3	3	2	-6	1	-0.2	94	0.7
